PrPC TRFRET: cell surface PrPC inhibition, primary TR-FRET screen | P04156 | TR-FRET read-out | inhibition, % at 13.8 µM | 370,000 compounds, 0.43% hits; in the data active = inhibition above about 24%; also: 0% = median of the test wells and 100% = reference compound wells
Active calls of the source: *. A portion of the library, so the mix of outcomes need not match the whole.

SMILES | PrPC TRFRET
CCCCNC(=O)O[C@H]1CC[C@@]23CCCN2C(=O)CCC[C@H]3C1 | 2.5
O=C1C(=O)N(Cc2ccc(-c3ccc(Cl)nc3)cc2)c2ccc(OC(F)(F)F)cc21 | -4.9
CN(C)c1cccc(-c2cnc(N3CCC(C(N)=O)CC3)nc2)c1 | 5.6
COc1ccc2c(c1)NC(=O)[C@@]2(CCN1C(=O)c2ccccc2C1=O)c1[nH]c2ccccc2c1CCN1C(=O)c2ccccc2C1=O | -11.8
Nc1[nH]c(C(=O)c2ccccc2)c(-c2ccc3ccccc3c2)c1C(=O)NCCc1ccc(Cl)cc1 | -2.6
CCC(=O)OCCCN1CCC2(CCCCC2)C1=O | 2.3
Cc1cc2c(s1)c1cnn(Cc3c(Cl)ccc(C)c3F)c(=O)c1n2C | 5.1
C[C@H]1[C@@H](OC(=O)Nc2ccc(Cl)cc2)CC[C@@]23CCCN2C(=O)CCC[C@@H]13 | -1.7
CCN(Cc1cccs1)c1ncnc2ccc(-c3ccc4c(c3)OCO4)cc12 | -5.4
CNc1nc(N)c([N+](=O)[O-])c(Nc2cccc(Br)c2)n1 | 0.4
CC(C)=CC([C@]12C[C@H](CO)N[C@@H]1Nc1ccccc12)S(=O)(=O)c1ccccc1 (stereo partly specified) | 1.2
CCOC(=O)C1CCN(C(=O)C(C)(C)NC(=O)Nc2ccc(OC)c(Cl)c2)CC1 | 4.4
CCC[C@H]1[C@@H](OC(=O)N2CCOCC2)CC[C@@]23CCCN2C(=O)CCC[C@@H]13 | 1.9
COc1cccc2cc3c(nc12)C[C@@H]1CCCC(=O)N2CCC[C@@]12C3 | -2.2
O=C(NCc1ccccc1)O[C@H]1CC[C@@]23CCCN2C(=O)CCC[C@H]3C1 | -0.9
CCCC1CCC2(CCCN2CCOC(=O)NCc2ccccc2)CC1 (stereo unspecified) | -3.1
CCOc1ccc(CCNC(=O)c2cc3sccc3n2Cc2ccccc2)cc1OCC | 5.5
O=C(NCC(c1ccccc1)c1ccccc1)[C@H](Cc1ccccc1)NC1(C(=O)NC2CCCCC2)CCC1 | 1.7
Cc1ccc(S(=O)(=O)N2c3ccc(F)cc3C[C@H]2CSc2ccccc2)cc1 | 1.1
C[C@H]1[C@@H](NC(=O)C#Cc2ccccc2)CC[C@@]23CCCN2C(=O)CCC[C@@H]13 | -4.3
c1ccc2[nH]c(COCc3nc4ccccc4[nH]3)nc2c1 | -2.9
COc1ccc2c(c1)C[C@@H](CON1C(C)(C)CCCC1(C)C)N2S(=O)(=O)c1ccc(C)cc1 | 3.4
Nc1[nH]c(C(=O)c2ccccc2)c(-c2ccccn2)c1C(=O)c1c[nH]c2ccc(Br)cc12 | -8.7
CC(C)Oc1cccc(-c2csc(N3CCC(C(N)=O)CC3)n2)c1 | -3.9
COC(=O)C1=C(C(=O)OC)[C@@]2([C@@H](Cc3ccc(C)cc3)Nc3ccccc3)C=C[C@@H]1O2 | 66.9*
Cc1ccc(C)c(NC(=O)[C@@H]2CCCN2S(=O)(=O)c2cccc3cccnc23)c1 | 9.6
C[C@H]1[C@H](N(Cc2ccccc2)Cc2ccccc2)CC[C@@]23CCCN2C(=O)CCC[C@@H]13 | 7.3
CCC[C@H]1[C@@H](OC(=O)NCCc2c[nH]c3ccccc23)CC[C@@]23CCCN2C(=O)CCC[C@@H]13 | -0.5
CN1CCN(c2ccc(-c3csc(N4CCC(C(N)=O)CC4)n3)cc2)CC1 | -5.4
COc1ccc(C)c(NC(=O)[C@@H]2CCCN2S(=O)(=O)c2cccc3cccnc23)c1 | 7.8
CC(C)N1CCc2c(sc(NC(=O)C(F)F)c2-c2nc3ccccc3s2)C1 | -13.1
C[C@H]1[C@H](NCc2cccnc2)CC[C@@]23CCCN2C(=O)CCC[C@@H]13 | 6.0
O=C1CCC[C@H]2C[C@H](NCc3ccc(Cl)cc3)CC[C@]23CCCN13 | -11.7
C=CCN(Cc1ccc2c(c1)OCO2)C(C#CC1CC1)C(C)(C)C (stereo unspecified) | -4.3
COC(CNC(=O)[C@H](Cc1ccccc1)NCC(=O)NC1CCCCC1)OC | -2.2
Cc1ccc(S(=O)(=O)N2O[C@@H](c3ccccc3)C[C@H]2CON2C(C)(C)CCCC2(C)C)cc1 | 6.3
O=C(CSc1cc(Cl)ccc1Cl)N/N=C/c1ccc[nH]1 | 0.6
O=c1cc(N2CCN(c3cccc(C(F)(F)F)c3)CC2)[nH]c(=O)n1C1CCCCC1 | 0.1
C#CCOCCOCCOCCNc1nc(N2CCN(C(=O)[C@H](CCCCN)n3cc([C@@H](N)C(C)CC)nn3)CC2)nc(N2CCN(C(=O)[C@H](CCCCN)n3cc([C@@H](N)C(C)CC)nn3)CC2)n1 (stereo partly specified) | -2.9
Cc1ccccc1C1CCC2(CC1)CCN(CC[C@@H](O)c1ccccc1)C2=O (stereo partly specified) | 7.1
c1nc(NCC2CCCCO2)c2cc(-c3ccc4c(c3)OCO4)ccc2n1 (stereo unspecified) | -10.0
Oc1ccc(Nc2ccccc2F)c2cccnc12 | -37.8
CCC[C@H]1[C@@H](NC(=O)c2ccc(C)cc2)CC[C@@]23CCCN2C(=O)CCC[C@@H]13 | -0.3
COC(CNC(=O)[C@H](Cc1ccccc1)NC1(C(=O)NC2CCCCC2)CCCCC1)OC | -0.4
O=C(Nc1cc(F)cc(F)c1)OC1CCC12CCC(c1ccccc1)CC2 (stereo unspecified) | 4.4
CCC[C@H]1[C@@H](NC(=O)c2cccc(N(C)C)c2)CC[C@@]23CCCN2C(=O)CCC[C@@H]13 | -2.4
CCOC(=O)C1CCN(C(=O)C(C)(C)NC(=O)Nc2ccc3c(c2)CCC3)CC1 | -6.3
COc1ccc2cc(-c3cn(C(=O)N(c4ccccc4)c4ccccc4)nn3)ccc2c1 | 12.2
CN1C(=O)C(=O)N2C(=C[C@]3(c4c[nH]c5ccccc45)c4ccccc4N[C@H]23)C1=O | -1.2
O=C1CCC[C@H]2C[C@H](NCc3ccc(F)cc3F)CC[C@]23CCCN13 | -3.7
O=C(Nc1cccc(F)c1)O[C@@H]1CC[C@@]23CCCN2C(=O)CCC[C@H]3C1 | 2.1
O=C(NC1CCC1)O[C@H]1CC[C@@]23CCCN2C(=O)CCC[C@H]3C1 | 0.8
CNC(=O)[C@@H]1CC=C[C@@H]2CCN(c3ccccc3)C(=O)[C@@H]21 | -1.2
CCCC1CCC2(CC1)CCC2OC(=S)Nc1ccccc1 (stereo unspecified) | 5.0
O=C(Nc1ccc(F)cc1)OCCN1CCCC12CCC(c1ccccc1)CC2 (stereo unspecified) | -1.8
C[C@H]1[C@@H](N(C)Cc2ccccc2)CC[C@@]23CCCN2C(=O)CCC[C@@H]13 | 2.0
Clc1cccc(CNc2nc(-c3ccccn3)nnc2-c2ccccc2)c1 | 28.6*
C[C@H]1[C@@H](OC(=O)NCc2ccc(Cl)cc2)CC[C@@]23CCCN2C(=O)CCC[C@@H]13 | -1.9
COc1cccc(OC)c1NC(=O)OCCN1CCCC12CCC(c1ccccc1)CC2 (stereo unspecified) | 3.2
COc1ccc(C2Nc3ccccc3C(=O)N2Cc2ccco2)cc1COc1c(C)cc(NC(C)=O)cc1C (stereo unspecified) | 11.8
New compounds follow
SMILES | PrPC TRFRET
CCC[C@H]1[C@@H](NC(=O)c2cccc(C)c2)CC[C@@]23CCCN2C(=O)CCC[C@@H]13 | -6.4
CCCC1CCC2(CC1)CCC2OC(=S)Nc1cccc(C(F)(F)F)c1 (stereo unspecified) | -4.3
CCCCC(=O)N[C@@H]1CC[C@@]23CCCN2C(=O)CCC[C@H]3[C@H]1C | -3.9
CCCOc1ccc(-c2nc(CSCC(=O)NC3CC3)c(C)o2)cc1 | 8.5
Fc1ccc2nc(COCc3nc4ccc(F)cc4[nH]3)[nH]c2c1 | 8.4
O=C1CCC[C@H]2C[C@H](NCCc3ccncc3)CC[C@]23CCCN13 | 2.1
O=C(OCC#CCSc1nnc(-c2cccc3ccccc23)o1)c1ccc(F)cc1F | 1.8
O=[N+]([O-])c1ncccc1OCCOc1ccc(Cl)cc1Cl | -12.0
CC(C)c1ccc(C(=O)Nc2cc(Cl)ccc2C(=O)O)cc1 | 13.4
C[C@H]1[C@@H](OC(=O)Nc2ccc(Br)cc2)CC[C@@]23CCCN2C(=O)CCC[C@@H]13 | -2.7
CC(C)N1CCc2c(-c3nc4ccccc4s3)csc2C1 | -10.6
CC(C)N1CCc2c(sc(NC(=O)C(F)(F)F)c2-c2nc3ccccc3s2)C1 | -0.9
Cc1ccc(S(=O)(=O)N2CC[C@@]3(Cc4ccccc4)Cc4ccccc4C[C@@H]23)cc1 | 2.7
CCn1c(=O)n2n(c1=O)[C@H]1C[N+](Cc3ccc4c(c3)OCO4)=C(N)NC1=C(C)C2 | -1.5
Cc1ccnc(NC(=S)N2CC3CN(c4cccc(C(F)(F)F)c4)CC3C2)c1 (stereo unspecified) | 12.0
CCC[C@H]1[C@@H](OC(=O)Oc2ccc([N+](=O)[O-])cc2)CC[C@@]23CCCN2C(=O)CCC[C@@H]13 | -2.3
CC[C@@H]1/C(=C/c2ccccc2)N2C(=O)C[C@@H](c3ccccc3)N=C2N1Cc1ccc(OC)cc1OC | -1.1
COc1ccc2cc3cc(C(=O)Nc4ccc(F)cc4)sc3nc2c1 | -21.0
COc1ccc(/C=C2/CN(Cc3ccc(OC)cc3OC)C3=NC(c4ccc5ccccc5c4)CC(=O)N32)cc1 (stereo unspecified) | 0.0
CCCC1CCC2(CCCN2CCOC(=O)Nc2ccc(Br)cc2)CC1 (stereo unspecified) | -0.7
C[C@H]1[C@@H](NC(=O)c2cccc(C(F)(F)F)c2)CC[C@@]23CCCN2C(=O)CCC[C@@H]13 | -3.1
NC(=O)c1c(N)[nH]c(C(=O)c2ccccc2)c1-c1cccc2ccccc12 | -8.7
CN1CCC(N[C@@H](Cc2c[nH]c3ccccc23)C(=O)NCCCc2ccccc2)(C(=O)NCCc2c[nH]c3ccccc23)CC1 | 6.6
CC(c1ccccc1)N1CC[C@H]2C=CC[C@@H](C(=O)Nc3cccc(Cl)c3)[C@H]2C1=O (stereo partly specified) | -0.2
c1coc(CCNc2ncnc3ccc(-c4ccc5c(c4)OCO5)cc23)c1 | -2.9
O=C1CCc2cc(S(=O)(=O)Nc3ccc4c(c3)OCCO4)ccc2N1 | 3.8
Oc1ccc(-c2ccccc2F)c2cccnc12 | 4.3
O=C(Oc1coc(CSc2ncccn2)cc1=O)c1ccc([N+](=O)[O-])cc1 | -6.5
Clc1ccc2nc(CNc3nc(N4CCOCC4)nc4c3ncn4-c3ccsc3)[nH]c2c1 | 19.8
CCCCCCCC(=O)N[C@H]1CC[C@@]23CCCN2C(=O)CCC[C@H]3[C@H]1CCC | -0.9
Cc1ccc(OCCn2c(CCNC(=O)C3CCCCCC3)nc3ccccc32)cc1 | 5.7
CC(C)(N[C@@H](Cc1c[nH]c2ccccc12)C(=O)NCCCc1ccccc1)C(=O)NCc1ccccc1 | 2.6
O=C1CCC[C@H]2[C@@H](Cc3ccccc3)[C@@H](O)CC[C@]23CCCN13 | 4.0
COC(CNC(=O)[C@H](Cc1ccccc1)NC(C)(C)C(=O)NC1CCCCC1)OC | 0.3
CCC1CCc2sc(C(=O)Nc3cc(S(=O)(=O)N4CCOCC4)ccc3OC)cc2C1 (stereo unspecified) | 4.0
C[C@@H]1CN([C@@H](C)CN(C)C)C(=O)c2cc(NC(=O)Nc3ccccc3)ccc2O[C@@H](C)CCCCO[C@H]1CN(C)S(=O)(=O)c1ccc(F)cc1 | -17.7
CCCC/C=C1/[C@@H](CC)N(Cc2ccc(OC)cc2OC)C2=N[C@H](c3ccccc3)CC(=O)N21 | 6.5
CC(C)[C@H](NC(=O)OCc1ccccc1)C(=O)N[C@@H](Cc1ccccc1)C1(O)CN(C)C(C(=O)NCc2ccccn2)CO1 (stereo partly specified) | -8.8
CN(C(=O)[C@@H]1CC=C[C@@H]2CCN(C3CCCCC3)C(=O)[C@@H]21)c1ccccc1 | 3.4
CC(=O)Nc1sc2c(c1-c1nc3ccccc3s1)CCOC2 | -3.7
O=C1CCC[C@H]2C[C@H](NCc3ccco3)CC[C@]23CCCN13 | -5.5
Nc1[nH]c(C(=O)c2ccccc2)c(-c2ccc(Br)cc2)c1C(=O)NCCCN1CCOCC1 | -9.9
COc1ccc(CNC2CCC23CCCCC3)cc1OC (stereo unspecified) | 5.8
CC(C)(C)CCN1CCC[C@H](NC(=O)COc2ccc(F)c(Cl)c2)C1 | 0.8

Rewritten in markdown: part of the list above
| compound | PrPC TRFRET |
| --- | --- |
| O=C(Oc1coc(CSc2ncccn2)cc1=O)c1ccc([N+](=O)[O-])cc1 | -6.5 |
| Clc1ccc2nc(CNc3nc(N4CCOCC4)nc4c3ncn4-c3ccsc3)[nH]c2c1 | 19.8 |
| CCCCCCCC(=O)N[C@H]1CC[C@@]23CCCN2C(=O)CCC[C@H]3[C@H]1CCC | -0.9 |
| Cc1ccc(OCCn2c(CCNC(=O)C3CCCCCC3)nc3ccccc32)cc1 | 5.7 |
| CC(C)(N[C@@H](Cc1c[nH]c2ccccc12)C(=O)NCCCc1ccccc1)C(=O)NCc1ccccc1 | 2.6 |
| O=C1CCC[C@H]2[C@@H](Cc3ccccc3)[C@@H](O)CC[C@]23CCCN13 | 4.0 |
| COC(CNC(=O)[C@H](Cc1ccccc1)NC(C)(C)C(=O)NC1CCCCC1)OC | 0.3 |
| CCC1CCc2sc(C(=O)Nc3cc(S(=O)(=O)N4CCOCC4)ccc3OC)cc2C1 (stereo unspecified) | 4.0 |
| C[C@@H]1CN([C@@H](C)CN(C)C)C(=O)c2cc(NC(=O)Nc3ccccc3)ccc2O[C@@H](C)CCCCO[C@H]1CN(C)S(=O)(=O)c1ccc(F)cc1 | -17.7 |
| CCCC/C=C1/[C@@H](CC)N(Cc2ccc(OC)cc2OC)C2=N[C@H](c3ccccc3)CC(=O)N21 | 6.5 |
| CC(C)[C@H](NC(=O)OCc1ccccc1)C(=O)N[C@@H](Cc1ccccc1)C1(O)CN(C)C(C(=O)NCc2ccccn2)CO1 (stereo partly specified) | -8.8 |
| CN(C(=O)[C@@H]1CC=C[C@@H]2CCN(C3CCCCC3)C(=O)[C@@H]21)c1ccccc1 | 3.4 |
| CC(=O)Nc1sc2c(c1-c1nc3ccccc3s1)CCOC2 | -3.7 |
| O=C1CCC[C@H]2C[C@H](NCc3ccco3)CC[C@]23CCCN13 | -5.5 |
| Nc1[nH]c(C(=O)c2ccccc2)c(-c2ccc(Br)cc2)c1C(=O)NCCCN1CCOCC1 | -9.9 |
| COc1ccc(CNC2CCC23CCCCC3)cc1OC (stereo unspecified) | 5.8 |
| CC(C)(C)CCN1CCC[C@H](NC(=O)COc2ccc(F)c(Cl)c2)C1 | 0.8 |

Source: PubChem BioAssay
